VLA-4 inh = inhibition in human VLA-4 binding assay, primary screen, VLA-4 allosteric modulator project, MLPCN library, flow cytometry, VLA-4 expressing cells | ligand binding flow cytometry | inhibition, % (about 7 µM as worked out from the volumes in the protocol) | hit rate 0.2% among 330,000 | AID 2557, 2010; in the data active = inhibition above about 50%
Fh CTSL1 inh = Fasciola hepatica cathepsin L1 inhibitors, primary screen, counter-screen for PFM18AAP inhibitor project, biochemical, QFRET, fluorogenic peptide substrate. AID 1906, 2009. inhibition, % at 5.96 µM. recombinant F. hepatica cathepsin L1, Z-Leu-Arg-MCA fluorescence. hit rate 0.49% among 300,000;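 active = inhibition above the mean of all tested compounds plus 3 SD, set per screening campaign, cut at about 17% in these data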;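 also: 0% = plate median of test compound wells and 100% = 1 µM Z-Phe-Ala-diazomethylketone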
core dimer inh = inhibitors of HCV core protein dimerization, primary screen, biochemical, TR-FRET, high-throughput. TR-FRET GST/Flag-core106 dimerization, 1536-well. inhibition, % at 5 µM. hit rate 0.33% among 300,000. AID 1899, 2009;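 active = inhibition above the mean of all tested compounds plus 3 SD, set per screening campaign, cut at about 45% in these data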
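assay system = GST-tagged and Flag-tagged HCV core protein residues 1-106 | controls = unlabelled core106 and no-GST-core106 wells | incubation = compound-protein-antibody incubation 4 h at 22.5 °C | probe or stimulus = Eu donor and XL665 acceptor anti-tag antibodies | read-out = % inhibition based on acceptor/donor emission ratio | signal = TR-FRET 671 and 617 nm emission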
procasp3 activ = activators of human procaspase-3 D3A mutant, primary screen, biochemical, absorbance, PC-3 D3A mutant, single concentration; activation, % at 8.5 µM; hit rate 0.11% among 330,000; Caspase-3 (Homo sapiens), P42574; AID 463141, 2010; recombinant procaspase-3 D3A, Ac-DEVD-pNA absorbance 405 nm;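 active = activation above the mean of all tested compounds plus 3 SD, cut at about 21% in these data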;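 also: 0% = DMSO alone and 100% = DMSO wells spiked with extra 5 µM PC-3 D3A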
Target sequence (P42574 whole entry D9A/D28A/D175A): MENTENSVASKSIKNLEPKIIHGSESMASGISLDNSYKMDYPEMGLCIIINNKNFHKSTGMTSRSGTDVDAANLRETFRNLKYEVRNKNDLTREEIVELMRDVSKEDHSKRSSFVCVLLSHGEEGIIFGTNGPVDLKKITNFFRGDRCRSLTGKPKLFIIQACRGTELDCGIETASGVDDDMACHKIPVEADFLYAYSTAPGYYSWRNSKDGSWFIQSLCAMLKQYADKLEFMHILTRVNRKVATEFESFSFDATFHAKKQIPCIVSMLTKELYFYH
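Assay system: Autoprocessing-dead procaspase-3 D3A mutant enzyme; also added: Ac-DEVD-pNA; doses: one concentration, 8.5 µM nominal, 0.8% DMSO; times: 1 h compound preincubation, 2 h substrate hydrolysis at 25 °C; technique: 405 nm absorbance of p-nitroaniline, reads at 0 and 120 min; measure: % activation between DMSO and enzyme-spiked controls; repeats: single replicate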
GRK2 inh = compounds blocking aptamer binding on GRK2 – biochemical, human GRK2, bead flow cytometry, HTS, primary screen; Beta-adrenergic receptor kinase 1 (Homo sapiens), P25098; FAM-aptamer displacement from GRK2; inhibition of aptamer binding, % at 10 µM; hit rate 0.59% among 330,000; AID 488847, 2010;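 active = inhibition of aptamer binding above 40%, roughly 3 SD of noise, on plates passing a quality check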;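 also: median bead fluorescence of bound FAM aptamer so fluorescent compounds give negative values; no value below 0 was filed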
PP1 inh = PP1-alpha phosphatase inhibitors, primary screen, counter-screen for PP5 inhibitor project, biochemical, fluorescence, OMFP substrate, single point; hit rate 0.9% among 320,000; inhibition, % at 6.7 µM; AID 2235, 2010; purified PP1alpha; Serine/threonine-protein phosphatase PP1-alpha catalytic subunit (Homo sapiens), P62136;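 active = inhibition above the mean inhibition of all tested compounds plus 3 SD, computed separately for each screening campaign, cut at about 15% in these data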
Target sequence (P62136 whole entry, looked up): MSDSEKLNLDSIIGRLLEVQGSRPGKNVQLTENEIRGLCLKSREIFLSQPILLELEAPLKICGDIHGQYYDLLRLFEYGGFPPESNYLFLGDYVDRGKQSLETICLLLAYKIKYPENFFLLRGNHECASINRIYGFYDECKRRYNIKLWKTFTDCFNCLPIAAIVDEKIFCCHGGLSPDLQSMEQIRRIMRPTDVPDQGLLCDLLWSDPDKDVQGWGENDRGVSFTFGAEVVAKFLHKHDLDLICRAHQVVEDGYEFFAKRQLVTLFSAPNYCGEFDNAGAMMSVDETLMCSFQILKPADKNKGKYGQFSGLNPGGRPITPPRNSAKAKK
proCasp7 act = procaspase-7 activators, primary screen, counter-screen for procaspase-3 activator project, biochemical, absorbance, HTS, human; Caspase-7 (Homo sapiens), P55210; recombinant procaspase-7, Ac-DEVD-pNA absorbance 405 nm; D23A/D198A/D206A triple mutant, cannot self-cleave; scale: DMSO 0, 5 µM enzyme 100; activation, % at 8.5 µM; hit rate 0.093% among 330,000;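 active = percent activation above the screen-wide mean plus 3 SD, cut at about 25% in these data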
Target sequence (P55210 whole entry D23A/D198A/D206A): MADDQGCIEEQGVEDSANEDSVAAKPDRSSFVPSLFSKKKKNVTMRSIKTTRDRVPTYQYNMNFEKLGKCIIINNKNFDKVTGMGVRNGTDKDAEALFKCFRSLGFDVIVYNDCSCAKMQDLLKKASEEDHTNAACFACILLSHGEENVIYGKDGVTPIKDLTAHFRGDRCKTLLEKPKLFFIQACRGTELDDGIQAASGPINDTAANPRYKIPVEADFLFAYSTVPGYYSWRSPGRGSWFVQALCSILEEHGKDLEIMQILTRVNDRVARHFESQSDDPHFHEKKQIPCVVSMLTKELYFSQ
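Test system: Procaspase-7 triple mutant (PC-7 D3A). Also added: Ac-DEVD-pNA substrate, 400 µM as added. Schedule: 1 h enzyme–compound preincubation and 2 h substrate reaction, both 25 °C. Signal: p-Nitroaniline absorbance at 405 nm, read at 0 and 120 min. Control set: low DMSO alone, high DMSO plus 5 µM PC-7.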
PP5 primary = PP5 phosphatase inhibitors, primary screen, biochemical, fluorescence | Serine/threonine-protein phosphatase 5 (Homo sapiens), P53041 | purified PP5c, OMFP substrate fluorescence | inhibition, % at 6.7 µM | hit rate 0.18% among 320,000 | AID 1987, 2009;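 active = inhibition above the campaign's mean inhibition across all tested compounds plus 3 SD, cut at about 9.5% in these data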;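 also: 0% = DMSO only and 100% = 100 µM cantharidin control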
GASC-1 inh = inhibitors of GASC-1 histone demethylase, primary screen, biochemical, fluorescence, DELFIA europium | GST-JMJD2C(1-420) H3K9me3 demethylation | inhibition, % at 2.35 µM | hit rate 0.069% among 330,000;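 active = more than half of a compound's replicate wells show inhibition beyond 50%, single wells judged on their own value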;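 also: signal counts dimethyl H3K9 product captured on neutravidin plate; 0% = median of DMSO wells and 100% = 0.3 times that DMSO median; strong numbers were not always called active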
Numbers without * were called inactive; · = not tested or not shown.

Compound	VLA-4 inh	Fh CTSL1 inh	core dimer inh	procasp3 activ	GRK2 inh	PP1 inh	proCasp7 act	PP5 primary	GASC-1 inh
CCN(CC)CCN(C(=O)c1ccc(N2C(=O)CCC2=O)cc1)c1nc2cc3c(cc2s1)OCCO3	2.7	-1.5	4.0	-0.2	0.0	-2.0	-1.4	4.0	5.0
CC1CC(C)CN(C(=O)c2cccc(NC(=O)CC3SC(N4CCCCC4)=NC3=O)c2)C1 (stereo not given)	15.3	·	·	-3.4	0.0	·	14.1	·	-2.7
CCn1cc(/C=C(\NC(=O)c2ccccc2)C(=O)NCCCN2CCOCC2)c2ccccc21	6.5	0.7	-6.3	7.0	0.0	-1.4	2.8	-2.1	27.4
OCC1(CCc2ccccc2)CCN(C/C=C/c2ccccc2)CC1	-11.6	-1.4	-12.7	1.3	0.0	1.2	13.1	-0.9	131.0
COc1ccc(-c2nc(C#N)c(NCc3cccnc3)o2)cc1OC	-8.3	1.6	-2.1	-0.3	1.0	-2.1	2.5	0.2	-2.1
CCOC(=O)CN1C(=O)C(Sc2n[nH]c(-c3ccc(O)cc3)n2)CCc2ccccc21 (stereo not given)	22.4	0.0	-2.6	-1.4	0.0	-0.3	10.2	2.1	-11.6
COc1ccc(N(C)S(=O)(=O)c2ccc3c(c2)CCC(=O)N3)cc1	-14.1	0.1	-2.0	-3.8	2.0	-5.7	-2.0	3.1	16.9
O=C(OCC(=O)N1CCOCC1)c1ccc(Br)cc1	20.6	-1.9	-4.0	8.9	2.0	-5.0	0.6	-0.6	-1.2
O=C(Nc1nc(-c2ccc(Cl)s2)cs1)c1ccncc1	-12.1	2.2	12.4	2.3	1.0	-1.4	7.2	0.1	-0.9
Cc1[nH]c2ccc(C(=O)N3CCN(c4ccccn4)CC3)cc2c1C	-6.5	-5.0	2.5	-9.1	2.0	1.9	-11.5	-0.3	-16.9
NS(=O)(=O)c1c(Sc2ccccc2C(=O)O)ccc2ccccc12	8.7	-2.3	7.0	-1.3	0.0	-5.5	-3.0	-2.9	-1.8
CCOc1cc(/C=C2\N=C3CCCCCN3C2=O)ccc1O	22.9	1.9	-12.3	-11.4	0.0	5.8	-16.8	0.6	-6.0
CCCN1CCC(NC(=O)Cc2ccccc2C)CC1	-1.0	-6.1	-4.2	2.5	2.0	1.1	-1.9	2.8	59.3
CCN(CC)c1nc2ccccc2n(Cc2cccc(OC)c2)c1=O	6.5	-3.6	-9.3	1.4	4.0	-4.0	2.0	2.2	-10.9
Oc1cccc(NC(=S)Nc2ccccc2)c1	4.8	2.7	2.0	-12.7	5.0	1.8	-27.1	-1.4	-6.2
CSc1ccccc1NC(=O)COC(=O)c1c[nH]c(=O)[nH]c1=O	22.4	-1.4	-4.4	1.5	0.0	-0.6	5.1	-2.4	1.2
CCCCn1c(N)c(N(C)C(=O)C2CC(=O)N(Cc3ccco3)C2)c(=O)[nH]c1=O (stereo not given)	-3.6	·	·	5.3	0.0	·	3.7	·	-4.6
CN(C(=O)CSc1nnc(Nc2ccccc2F)s1)C1CCS(=O)(=O)C1 (stereo not given)	-2.8	·	·	-5.0	2.0	·	8.1	·	-0.6
CC(=O)Nc1ccc(OCC(=O)NCCc2ccccc2)cc1	2.9	-4.5	5.1	1.6	0.0	3.4	5.4	-2.9	-0.9
Cc1ccc(CN(Cc2cccnc2)C(=S)Nc2cc(Cl)ccc2C)cc1	1.0	0.1	2.8	2.6	3.0	-0.9	-2.6	3.1	-7.5
CC(C)C(NC(=O)C(c1ccccc1)c1ccccc1)c1nc2ccccc2[nH]1 (stereo not given)	-10.4	-5.6	3.0	-3.6	2.0	10.1	4.1	0.5	-0.1
CC(=O)Nc1ccc(C(=O)OCc2ccc(Cl)cc2)cc1	15.9	5.1	0.1	1.6	2.0	5.7	5.7	2.2	-7.7
COC(=O)c1ccc(COc2ccccc2/C=C(\C#N)C(=O)Nc2ccccc2C)cc1	9.5	0.2	-0.2	-5.5	0.0	2.6	1.0	0.3	-27.9
COc1ccc(CCN2C(=O)CC(N3CCN(C/C=C/c4ccccc4)CC3)C2=O)cc1OC (stereo not given)	-10.3	-1.5	-2.6	-10.2	2.0	3.3	-4.7	0.7	-6.1
COc1c(Br)cc(Br)cc1/C=N/n1c(C)nnc1C	-20.6	0.2	0.2	-3.2	1.0	-5.9	7.2	-3.0	-6.2
O=C1c2ccccc2C(Nc2ccc3c(c2)OCCO3)N1c1ccc(Cl)cn1 (stereo not given)	-3.8	1.0	7.2	-1.0	0.0	-4.1	4.2	1.7	-4.0
CCn1c(=O)c2c3c(sc2n2c(=S)[nH]nc12)CCC3	8.7	-2.5	-5.3	-0.8	0.0	-1.1	-3.4	0.9	-1.5
CC(=O)c1cccc(NC(=O)CCS(=O)(=O)c2cccc3nsnc23)c1	-15.4	-5.1	8.8	-2.8	0.0	-0.7	-0.8	-0.4	4.5
Cn1c(Sc2ccc([N+](=O)[O-])cc2C(F)(F)F)nnc1-c1ccccc1	-10.8	-1.2	6.1	8.1	1.0	0.5	9.3	1.6	1.0
COC(=O)c1ccc(Oc2nc(Nc3ccccc3)nc(N(C)C)n2)cc1	-1.0	3.2	-5.2	4.1	0.0	2.8	13.4	0.7	-9.1

Part of the list above, field by field:
Structure: Cn1c(Sc2ccc([N+](=O)[O-])cc2C(F)(F)F)nnc1-c1ccccc1
- VLA-4 inh = -10.8
- Fh CTSL1 inh = -1.2
- core dimer inh = 6.1
- procasp3 activ = 8.1
- GRK2 inh = 1.0
- PP1 inh = 0.5
- proCasp7 act = 9.3
- PP5 primary = 1.6
- GASC-1 inh = 1.0

Structure: OCC1(CCc2ccccc2)CCN(C/C=C/c2ccccc2)CC1
- VLA-4 inh = -11.6
- Fh CTSL1 inh = -1.4
- core dimer inh = -12.7
- procasp3 activ = 1.3
- GRK2 inh = 0.0
- PP1 inh = 1.2
- proCasp7 act = 13.1
- PP5 primary = -0.9
- GASC-1 inh = 131.0

(cont.)
Compound	VLA-4 inh	Fh CTSL1 inh	core dimer inh	procasp3 activ	GRK2 inh	PP1 inh	proCasp7 act	PP5 primary	GASC-1 inh
CN(CC(=O)Nc1ccccc1C(F)(F)F)C(=O)CSc1nnnn1C	18.2	-0.2	-2.3	11.8	1.0	-2.2	-12.5	1.1	0.0
CCn1cc(C(=O)NCc2ccco2)c(=O)c2cc(S(=O)(=O)N3CCC(C)CC3)ccc21	4.4	2.9	7.9	3.3	0.0	1.1	-7.4	1.8	5.4
COC(=O)c1ccc(C(=O)OC)c(NC(=O)C2CCCO2)c1 (stereo not given)	-1.2	-1.7	6.6	4.8	2.0	-3.4	5.2	-2.0	1.9
Cc1c(C(=O)NN2CCOCC2)cccc1[N+](=O)[O-]	3.8	0.1	0.9	-11.6	0.0	-5.8	2.2	0.6	-15.7
CN(CC(=O)Nc1cccc(F)c1)C(=O)c1ccc(C2SCCS2)cc1	-1.0	-18.5	-3.7	1.6	0.0	0.7	0.5	2.0	-15.7
CCC(=O)OCCCCCCOc1ccc(C(=O)O)cc1	-8.7	-1.6	-3.4	8.0	6.0	-1.2	-39.4	3.1	3.3
O=C1CCC([N+](=O)[O-])C(c2ccc(Cl)cc2Cl)N1 (stereo not given)	32.6	-4.5	-5.9	-4.0	0.0	-4.7	1.5	-0.2	-5.5
COc1ccc(S(=O)(=O)N(C)CC(=O)Nc2cccc(C(C)=O)c2)cc1Cl	-6.1	-2.5	3.1	7.0	0.0	1.3	0.5	1.3	-0.1
CCN1CCN(CNC(=O)c2cnccn2)CC1	-22.9	-2.2	0.0	-3.9	2.0	-2.5	6.7	0.1	-6.9
COc1ccc(CC(=O)Nc2ccc(S(=O)(=O)N3CCN(C)CC3)cc2)cc1	2.8	·	·	-0.2	1.0	-2.0	0.3	-1.7	5.0
O=C(NCc1ccccn1)c1cn(Cc2ccccc2)nn1	-5.3	0.1	-5.4	11.4	0.0	1.8	12.2	-1.9	64.1*
CC(c1ccccc1)C1CC(=O)N(Cc2ccccc2)C1=O (stereo not given)	-0.3	0.3	3.2	0.2	3.0	0.3	6.3	0.4	-4.0
CN(C(=O)COc1ccc(S(=O)(=O)N2CCOCC2)cc1[N+](=O)[O-])C1CCS(=O)(=O)C1 (stereo not given)	9.0	-0.1	-0.9	-7.6	0.0	1.9	3.4	-1.8	3.6
COc1ccc(C(=O)N/N=C2\SCC(=O)N2Cc2ccc3c(c2)OCO3)c(OC)c1	5.7	0.6	-9.4	5.9	0.0	0.1	8.0	0.8	·
Cc1c(-c2nc(-c3ccc(C(C)(C)C)cc3)no2)n(C)oc1=O	-1.5	-1.8	1.3	-11.9	3.0	-0.7	0.6	1.2	-1.3
O=C(CN1CCOCC1)NCc1cc([N+](=O)[O-])ccc1O	6.2	-3.1	-3.8	-3.2	1.0	-1.1	-7.4	2.1	-16.3
CN(C)c1ccc(P(=O)(OCc2ccccc2)C(O)c2ccncc2)cc1 (stereo not given)	-7.6	-0.7	-0.8	6.4	0.0	0.4	-2.7	-1.3	0.9
COc1cc2c(cc1OC)CN(Cc1ccccc1)CC2	9.0	2.3	-3.6	-16.4	2.0	0.5	7.6	5.5	13.3
COc1cc(/C=C2/SC(=S)N(c3ccccc3)C2=O)ccc1Oc1nc(N2CCOCC2)nc(N2CCOCC2)n1	1.7	-2.0	2.8	2.4	39.0	-3.5	2.5	-1.0	-6.2
Cc1ccc(S(=O)(=O)N2CCOCC2)cc1C(=O)OCC(=O)Nc1ccc2[nH]c(=O)[nH]c2c1	2.9	-1.3	-22.6	0.9	0.0	0.3	10.1	-0.4	17.0
C/C(=C\c1ccccc1)CN1CCC(C(=O)N2CCC(C)CC2)CC1	2.6	-1.9	-6.5	4.9	1.0	-4.1	10.2	5.4	9.5
CN(Cc1cccc(F)c1)C(=O)c1cc(S(=O)(=O)N2CCOCC2)ccc1N1CCCC1	10.6	·	·	-4.6	1.0	-0.8	-12.9	1.4	·
O=C(CSc1ccccc1)NC1CCCCCC1	-7.3	4.2	-7.0	2.1	1.0	-7.7	0.5	1.0	-5.2
CC(=O)N1N=C(c2ccccc2)OC12CCCC2	5.7	2.5	8.2	-2.0	6.0	1.7	6.4	1.1	13.7
